Source: PubChem BioAssay (National Center for Advancing Translational Sciences (NCATS))
ALOX12 inhib = blocks human 12-lipoxygenase activity; P18054; purified 12-hLO, xylenol orange hydroperoxide absorbance; Potency, µM (titrated, usually from 57.1 µM), for inactives: top-dose activity change, negative = inhibition, usual class: inhibitors; 150,000 compounds, 0.12% hits; note: potency is the fitted concentration of half-maximal effect; nearly all actives have a fitted effect of over 55% in size; many of its hits are not listed in these tables
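Purified human 12hLO (150 nM final) was preincubated with compounds for 15 min at room temperature in 25 mM Hepes pH 7.0, 0.01% Triton X-100, then reacted with 40 uM arachidonic acid for 30 min. Hydroperoxide was detected with ferrous iron/xylenol orange.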
ALOX15B inhib = 15-hLO-2 (ALOX15B) enzyme inhibition. purified 15hLO-2, xylenol orange hydroperoxide absorbance. Potency, µM (top dose mostly 57.1 µM), inactives show at the top dose activity change, negative = inhibition, actives largely listed as inhibitors. 110,000 compounds, 0.56% hits; note: potency is the fitted concentration of half-maximal effect; nearly all actives have a fitted effect of over 60% in size; many of its hits are not listed in these tables
Target sequence (O15296 whole entry, looked up): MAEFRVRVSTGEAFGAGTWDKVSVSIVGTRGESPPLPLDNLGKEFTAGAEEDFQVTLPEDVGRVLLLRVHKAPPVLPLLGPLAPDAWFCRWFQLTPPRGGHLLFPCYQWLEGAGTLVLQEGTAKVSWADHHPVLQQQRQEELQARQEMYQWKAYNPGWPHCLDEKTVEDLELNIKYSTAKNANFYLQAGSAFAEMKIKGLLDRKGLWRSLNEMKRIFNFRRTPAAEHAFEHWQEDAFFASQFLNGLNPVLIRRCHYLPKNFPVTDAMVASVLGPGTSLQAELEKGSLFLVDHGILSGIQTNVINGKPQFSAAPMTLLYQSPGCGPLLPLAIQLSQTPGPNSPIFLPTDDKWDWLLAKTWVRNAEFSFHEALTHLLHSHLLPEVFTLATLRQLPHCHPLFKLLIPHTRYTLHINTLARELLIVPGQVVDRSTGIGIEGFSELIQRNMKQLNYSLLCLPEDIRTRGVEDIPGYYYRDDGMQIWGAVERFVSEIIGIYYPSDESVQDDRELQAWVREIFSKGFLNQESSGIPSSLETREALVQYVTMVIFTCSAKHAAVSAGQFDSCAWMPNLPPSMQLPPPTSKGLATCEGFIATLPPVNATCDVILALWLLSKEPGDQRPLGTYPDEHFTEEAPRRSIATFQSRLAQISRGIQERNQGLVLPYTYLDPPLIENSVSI
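Read-out: hydroperoxide product oxidises ferrous iron, measured as xylenol orange complex via the 573-to-405 nm absorbance ratio after 30 min. Reaction: 50 nM enzyme, 15 min compound preincubation, 45 uM arachidonic acid, 90 min RT, Hepes pH 7.5 with Triton X-100.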
PNC assembly inh = perinucleolar compartment assembly inhibition; PC3M PTB-GFP, PNC prevalence imaging, 16 h; hits give low values; activity change (PNC), negative = inhibition, % at 10 µM; 140,000 compounds, 3.1% hits;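 active = readout at or below -70, meaning at least 70% loss of cells showing the perinucleolar compartment, a nuclear body marking cancer cells; inconclusive = readout between -30 and a set limit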;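 note: plate controls were DMSO wells for no effect and camptothecin positive control wells for full effect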
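Compounds are pinned in duplicate onto adhered PC3M cells stably expressing GFP-tagged PTB and incubated 16 h at 37 C. Cells are then fixed, nuclei stained with Hoechst, and PNC-positive cells counted.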
IMPase inh = cell-permeable inhibitors of inositol monophosphatase (IMPase) | AID 901 | CHO-M1 cells, IP1 accumulation, HTRF TR-FRET ratio | 120,000 tested, under 10 active | P97697 | inhibition (IP1 accumulation), % at 46.1 µM; active = well fitted curve in the direction sought with a large enough effect in the signal ratio, not every such curve was filed as active; inconclusive = small, poorly fitted or top-dose-only effect, or a change in a side signal; inactive = no such curve, though single readings can be large or run the other way; the % refers to the signal ratio;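 note: cells stimulated with carbachol in lithium chloride buffer; plate controls were DMSO basal wells for no effect and reference inhibitor wells for full effect; higher means more IMPase inhibition seen as more IP1 and lower FRET ratio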
Target sequence (P97697 whole entry, looked up): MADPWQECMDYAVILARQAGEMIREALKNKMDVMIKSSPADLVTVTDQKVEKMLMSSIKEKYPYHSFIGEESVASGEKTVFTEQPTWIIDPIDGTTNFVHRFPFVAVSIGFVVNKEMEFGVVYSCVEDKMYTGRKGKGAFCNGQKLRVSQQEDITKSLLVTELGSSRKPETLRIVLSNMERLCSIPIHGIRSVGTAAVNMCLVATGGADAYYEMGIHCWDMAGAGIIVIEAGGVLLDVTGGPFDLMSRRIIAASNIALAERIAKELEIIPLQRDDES
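Seeded CHO-M1 cells were dosed with compound at up to 46 uM, stimulated with carbachol for 30 min, then lysed in IP-One detection reagents. Higher IP1 lowers the TR-FRET signal.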
* marks the source's active call; other numbers are inactive results; u = inconclusive; x = no result given; [ ] = another dose, or the depositor's remark. Unless noted, calls come from the whole dose curve; as a rule, active = well fitted curve in the direction sought with a large enough effect; inconclusive = small, poorly fitted or top-dose-only effect, or another doubt; inactive = no such curve, though single readings can be large; an effect the other way counts as inactive or inconclusive. Unless noted, % is set by controls: 0 for no effect and ±100 for the full control effect.

SMILES | ALOX12 inhib | ALOX15B inhib | PNC assembly inh | IMPase inh
COc1cnn(-c2ccccc2)c(=O)c1N(C)C | -2.1% | 0.5% | 14.7 | 3.0
c1ccc(C2CN3CCSC3=N2)cc1 (stereo not given) | -1.4% | -4.4% | x | x
O=C1CSC(=O)N1CC(O)COc1ccc(Cl)cc1 (stereo not given) | -1.4% | -2.3% | 5.9 | 6.2
CN(C)S(=O)(=O)c1ccc(Cl)c(NC(=O)COC(=O)CN2C(=O)NC(C)(C)C2=O)c1 | 3.6% | x | u | x
COC(=O)c1c(C(=O)OC)c(C)n(Cc2cccnc2)c1C | 3.3% | -0.2% | -17.5 | 9.8
Cn1c(Cc2cccs2)nnc1SCc1nc2ccccc2[nH]1 | 1.6% | 8.3% | 8.2 | 0.4
c1ccc(CN2CCN(c3nc(-c4ccccc4)nc(-n4ccnc4)n3)CC2)cc1 | -6.7% | 67.3%[activator] | u | -3.7
CCNc1nc(NCC)nc(OCCOC(=O)Nc2ccccc2)n1 | 3.2% | x | -4.9 | x
O=C(O)c1ccccc1C(=O)NCc1cccnc1 | -2.2% | -0.6% | 11.6 | -7.7[9.22 µM]
Cc1nn(Cc2ccccc2)c2c1C(c1ccncc1)C(C#N)=C(N)O2 (stereo not given) | 0.5% | -6.1% | u | 11.1
Cc1ccc(C(=O)Nc2ccc(S(=O)(=O)N3CCN(C)CC3)cc2)o1 | 6.5% | 9.9% | u | u
CCCc1nc2sc3c(c2c(=O)n1N)CCC3 | -0.1% | 1.1% | 10.8 | -9.7
C=CCNC(=O)COC(=O)c1ccc(Cl)c(S(=O)(=O)N(Cc2ccccc2)c2ccccc2)c1 | -3.6% | x | -8.6 | 10.3
Nc1nc(-c2cccc([N+](=O)[O-])c2)cc(-c2cc(-c3cccc([N+](=O)[O-])c3)nc(N)n2)n1 | 6.1%[11.4 µM] | -0.9%[11.4 µM] | x | x
CC(C)(C)C(=O)NCCc1nc2ccccc2n1CC(=O)c1ccc(Cl)cc1 | -5.9% | x | 40.3 | x
CC1(C)Cc2ccccc2C2CC(O)C(=O)N21 (stereo not given) | -9.6% | -27.4% | -14.1 | 4.2
Cn1cnnc1Sc1ccc(C(=O)NCCC23CC4CC(CC(C4)C2)C3)cc1[N+](=O)[O-] | -28.2% | x | -6.2 | -6.6
COc1cc2c(cc1OC)CN(C(=O)CSc1nnc(C)s1)CC2 | 2.5% | -1.1% | 27.4 | 2.4
CCC1CCCCN1Cc1ccc(OC)c(OC)c1 (stereo not given) | -0.2% | -5.4% | 33.6 | 3.9
O=C(CSc1nncs1)NC(=O)NCc1ccccc1 | -1.8% | -5.9% | 18.2 | 6.0

Look-ups from the list.
For ALOX12 inhib, Nc1nc(-c2cccc([N+](=O)[O-])c2)cc(-c2cc(-c3cccc([N+](=O)[O-])c3)nc(N)n2)n1 has the entry 6.1%[11.4 µM]
For PNC assembly inh, CCNc1nc(NCC)nc(OCCOC(=O)Nc2ccccc2)n1 has the entry -4.9
For ALOX12 inhib, CC(C)(C)C(=O)NCCc1nc2ccccc2n1CC(=O)c1ccc(Cl)cc1 has the entry -5.9%
For ALOX12 inhib, COC(=O)c1c(C(=O)OC)c(C)n(Cc2cccnc2)c1C has the entry 3.3%

Further compounds
SMILES | ALOX12 inhib | ALOX15B inhib | PNC assembly inh | IMPase inh
O=C(CSc1nc2ccccc2c(=O)n1CCCO)NCc1ccccc1 | 4.3% | -4.9% | 10.8 | 4.0
CC1Oc2ccccc2C=C1/C=N/NC(=O)c1ccccc1O (stereo not given) | 0.9% | x | u | 4.1
c1ccc(-c2nc(NCC3CCCO3)c3oc4ccccc4c3n2)cc1 (stereo not given) | -5.9% | 13.5% | 6.3 | 1.5
CCOC(=O)C1=C(O)CSC1=Nc1cccc2ccccc12 | 0.2% | x | -3.9 | x
CC(C)Cn1c2c(c(O)c(C(=O)Nn3c(Cc4ccccc4)nc4ccccc4c3=O)c1=O)CCCC2 | 1.7% | x | 32.4 | x
CCOc1ccc(C2C(C(=O)c3ccco3)=C(O)C(=O)N2Cc2cccnc2)cc1OC (stereo not given) | -13.5% | -6.8% | 29.1 | -16.9
C=CCn1c(SCn2nnc3ccccc3c2=O)nnc1-c1ccc(F)cc1 | -3.0% | -10.8% | 37.3 | -1.1
CC(Cc1ccccc1)C(=O)NCC1CC1 (stereo not given) | 1.8% | -5.3% | x | x
OCCN1CCN(CC(O)COc2ccc(Cl)cc2)CC1 (stereo not given) | -3.4% | 1.9% | -19.3 | -1.7
O=C(c1cc(C(F)(F)F)cc(C(F)(F)F)c1)N1CCC2(CCCN(c3ccccn3)C2)CC1 | -6.8% | 30.3%[activator] | x | x
CCC(c1nnnn1C(C)(C)CC)N(CCCO)Cc1cc2cccc(C)c2[nH]c1=O (stereo not given) | 5.4% | 1.2% | 6.0 | 5.7
Cc1ccc(NC(=O)C2CC(=O)N(Cc3ccccc3)C2)cc1S(=O)(=O)N1CCCCCC1 (stereo not given) | -1.5% | x | u | 1.0
CCCn1c(N)c(C(=O)CSc2nc(C)cs2)c(=O)[nH]c1=O | -3.4% | -0.3% | 16.7 | 4.9
Cc1ccc(S(=O)(=O)N2CCC(=O)N([C@H](COCc3cccc(C(F)(F)F)c3)Cc3ccccc3)CC2)cc1 | -1.6%[0.00818 µM] | 8.7%[0.0915 µM] | x | x
COc1ccc2c(c1OC)CCC2=O | 6.6% | x | -26.7 | -11.0
CN(C)c1ccc(-c2nc(NCc3cccnc3)c3ccccc3n2)cc1 | 0.3% | 33.9%[activator] | x | x
O=C1c2ccccc2C(=O)N1Cc1nc2ccccc2o1 | -2.6% | -6.3% | 46.3 | 5.2
CCn1c2ccccc2c2cc(NC(=O)c3cccc(OC)c3OC)ccc21 | -2.7% | x | -18.0 | 1.1
COc1cccc(NC(=O)Cc2ccc(C)cc2)c1 | 6.9% | 2.7% | -9.9 | -9.1
CS(=O)(=O)c1ccc2nc(N)sc2c1 | 1.9% | 0.9% | -14.1 | -16.6
COCn1ccnc1C(O)(c1ccc(OC)cc1)c1ccc(OC)cc1 | -1.6% | x | -22.6 | x
COc1ccc(N2CCN(C(=S)Nc3cccc(C)c3C)CC2)cc1 | -1.4% | -16.1% | -4.0 | -4.5
Cc1ccc(NC(=S)N(Cc2cccs2)Cc2cc3cc(C)cc(C)c3[nH]c2=O)cc1 | -4.2% | x | 61.4 | 0.6
COc1ccccc1-n1c(SCC(=O)Nc2ccccc2C)nc(O)cc1=O | -19.6% | -7.6% | -24.3 | -6.7
COc1ccc(N2CCN(c3oc(Cc4cccc5ccccc45)nc3C#N)CC2)cc1 | -5.3% | -11.2% | 15.8 | 9.0
CCOc1ccc(Nc2nc(Cc3nnc(SCC(=O)O)o3)cs2)cc1 | -25.1% | 9.2% | -7.4 | -9.8
Cc1cc(C)nc(Sc2ccc([N+](=O)[O-])cc2[N+](=O)[O-])n1 | 1.0% | x | -22.6 | x
COc1cccc(CN(c2ccc3c(c2)CCC3)S(=O)(=O)c2ccc(-n3cnnn3)c(OC)c2)c1 | -1.4% | x | u | x
C=CCn1c(C(C)NC(=O)CCC)nc2ccccc21 (stereo not given) | 6.0% | x | 1.8 | -15.9
Cc1ccc(-n2c3c(cc(C(=O)O)c2=O)C(=O)CC(C)(C)C3)cc1 | 3.6% | -2.6% | u | -5.7

4 entries drawn at random from the list so far:
SMILES | ALOX12 inhib | ALOX15B inhib | PNC assembly inh | IMPase inh
COCn1ccnc1C(O)(c1ccc(OC)cc1)c1ccc(OC)cc1 | -1.6% | x | -22.6 | x
CCOc1ccc(Nc2nc(Cc3nnc(SCC(=O)O)o3)cs2)cc1 | -25.1% | 9.2% | -7.4 | -9.8
COc1cccc(CN(c2ccc3c(c2)CCC3)S(=O)(=O)c2ccc(-n3cnnn3)c(OC)c2)c1 | -1.4% | x | u | x
C=CCn1c(C(C)NC(=O)CCC)nc2ccccc21 (stereo not given) | 6.0% | x | 1.8 | -15.9

Later entries
SMILES | ALOX12 inhib | ALOX15B inhib | PNC assembly inh | IMPase inh
Nc1nc(-c2ccccc2)cc(N2CCCCC2)n1 | 3.5% | 13.7% | -106.2* | -4.9
O=C(CNC(=S)NC(=O)c1cccc([N+](=O)[O-])c1)c1ccccc1 | -0.6% | x | u | x
CC(C)(C)c1ccc(C(=O)N2CCC(C(=O)NCC3CCCO3)CC2)cc1 (stereo not given) | 7.2% | -1.8% | u | 6.2
CCSc1nc(O)c(C2OC(=O)c3c2ccc(OC)c3OC)c(=O)n1-c1ccccc1 (stereo not given) | 3.5% | -4.0% | 33.3 | -5.2
COc1cccc(Nc2ncc3nc(-c4cc(F)cc(F)c4)c(=O)n(CCC#N)c3n2)c1 | -15.5% | 3.8% | x | x
O=C(O)C1(O)CC(O)C(O)C(O)C1 (stereo not given) | 6.4% | -0.3% | x | x
Cn1c(=O)c(C(=O)CCl)c(N)n(CC2CC2)c1=O | -1.9% | x | 33.0 | x
Cc1ccc2c(C)nc(NC3=NCN(Cc4ccccc4)CN3)nc2c1 | -2.8% | 9.9% | -11.7 | 9.6
Cn1nnnc1SCC(=O)N(C1CCCCC1)C1CCCCC1 | -6.9% | -1.3% | -11.9 | 22.8
O=C(COC(=O)c1n[nH]c(=O)c2ccccc12)c1ccc(Cl)cc1 | -0.5% | -0.6% | u | 0.1
O=C(COC(=O)c1cn(-c2ccccc2)nc1-c1ccccc1)c1cccc([N+](=O)[O-])c1 | 3.1% | -17.7% | 140.5 | 6.8
CSc1nnc2c(n1)OC(C1CC=C(C)CC1)Nc1ccccc1-2 (stereo not given) | -7.0% | 2.8% | 20.0 | 7.5
COc1ccc2c(=O)c(N3C(=O)c4ccccc4C3=O)c(C)oc2c1 | 2.3% | 5.5% | -10.8 | -1.6
COc1ccc(NC(=O)c2nc(-n3nc(C)cc3C)ccc2Cl)cc1Cl | 0.9% | x | -28.2 | x
Cc1nn(CC(=O)Nc2ccc3c(c2)nc(CCN2CCCCC2)n3C)c(=O)c2ccccc12 | -2.1% | 12.5% | -11.0 | 11.4
Cn1cc(Cl)c(C(=O)Nc2nc3ccc(Cl)cc3s2)n1 | -8.3% | 1.6% | -18.7 | u
CC(CCc1ccccc1)NCc1ccncc1 (stereo not given) | 3.1% | 4.5% | u | 4.2
Cc1ccc(N(CC(=O)NC2CCCC2)C(=O)c2c(C)noc2C)cc1C | 1.3% | -18.3% | u | 4.0
Cn1c(SCC(=O)NC(C)(C)C)nnc1-c1cnccn1 | -0.7% | -2.5% | 27.1 | 1.9
C=CCOc1ccc(C2N3CC4(CC)CN2CC(CC)(C3)C4=O)cc1 (stereo not given) | -0.2% | 10.8% | 39.5 | 11.0
COCc1c(C#N)c(NCCc2ccccc2)nc(C)c1[N+](=O)[O-] | 0.1% | x | u | 9.7
O=C(OCC(=O)c1c[nH]c2ccccc12)c1cccc(O)c1 | 1.2% | x | 49.4 | x
Oc1ccccc1C=Nc1ccccc1-c1nc2ccccc2[nH]1 | -3.6% | x | -28.6 | -2.0
CCCN(CCC)Cc1c(C(=O)OCC)nnn1-c1nonc1N | -5.8% | -7.3% | 2.1 | 1.4
O=C(NCCc1ccc2c(c1)OCO2)C1CCN(S(=O)(=O)c2ccc(Cl)cc2)CC1 | -8.8% | 4.0% | 17.8 | 7.5
CCOC(=O)c1c2n(c3ccc(OC(C)=O)cc13)CCC2 | -1.5% | -1.3% | u | -1.2
CCOc1ccc(-c2cn(CCC#N)cn2)cc1 | -2.7% | -2.0% | -5.9 | u
Cc1ccc(-c2csc(NC(=O)CSc3nnc4c(n3)[nH]c3ccccc34)n2)cc1 | -2.5% | x | -6.9 | x
O=C(CCCCCn1c(=S)[nH]c2ccccc2c1=O)N1CCOCC1 | -7.0% | -5.0% | 10.7 | 7.4
COc1ccc2cc3cc(C(=O)NCCCN4CCOCC4)oc3nc2c1 | -1.5% | x | 29.6 | -4.3
NC(=O)c1nc(N2CCOCC2)nc(N2CCOCC2)n1 | 2.7% | -6.4% | 1.8 | 8.3
O=C(Nc1ccc2ccccc2c1)c1cnccn1 | -3.2% | -11.8% | 14.1 | 10.5

These rows are one share of the data; count on the stated rates, not on these rows.
